SRC3 TRFRET art: TR-FRET artefact, counter-screen to PPARgamma/SRC-3 agonist assay; TR-FRET ratio at 8 µM; AID 1048; 99,000 compounds, 0.39% hits; PPARgamma/SRC-3 format; hits give high values; in the data active = TR-FRET ratio above about 2000; also: inactives centre near 1600; reference of the scale not given here
SRC1 TRFRET art: TR-FRET artefact, counter-screen to PPARgamma/SRC-1 agonist assay; TR-FRET ratio at 8 µM; 99,000 compounds, 0.34% hits; TR-FRET detection artefact counter-screen, emission ratio; hits give high values; AID 1051; in the data active = TR-FRET ratio above about 2300; also: inactives centre near 1800; reference of the scale not given here
Active calls of the source: *. These rows are one share of the data (hit frequency here may not be typical).

#	molecule	SRC3 TRFRET art	SRC1 TRFRET art
1	Cc1cc(C(=O)NCCCN(C)C)c2ccccc2n1	1240	1437
2	O=C(c1ccc(F)cc1)n1cc(C(=S)N2CCOCC2)c2ccccc21	1470	1936
3	CCOC(=O)N1CCN(CCC(=O)Nc2ccc(Br)c(C)c2)CC1	1409	1799
4	O=C(O)c1cccc(N/N=C/C2=C(Cl)c3cc(Cl)ccc3SC2)c1	1561	1741
5	O=C(CCN1C(=O)c2cccc([N+](=O)[O-])c2C1=O)Nc1nccs1	1480	1598
6	CCOc1cc(C=O)cc(Cl)c1OCC(N)=O	1618	1807
7	Cc1ccc(C)c(C(=O)CSc2nnc(C)s2)c1	1817	1844
8	COc1ccc(CC(=O)NCC2(N3CCCCC3)CCCCC2)cc1	1617	1770
9	O=C(NCC1CCCO1)C1CCN(C2CCN(CCCC3CCCC3)CC2)CC1 (stereo not drawn)	1470	1740
10	Cc1nc(NC(=O)/C=C/c2ccccc2)sc1C(=O)Nc1cccc(Cl)c1	1741	1960
11	CC(NC(=O)COC(=O)CC(c1ccccc1)c1ccccc1)c1ccccc1 (stereo not drawn)	1437	1761
12	CC(C(=O)O)c1ccc(-c2ccccc2)c(F)c1 (stereo not drawn)	1583	1608
13	Cc1cccc(Nc2nnc(SCC(=O)NCc3cccs3)s2)c1	1581	1607
14	CC(C)(C)c1ccc(OCCOCCn2cnc3ccccc3c2=O)cc1	1612	1652
15	CCNc1nc(NCC)n2c(SCC(=O)N3CC4(C)CC3CC(C)(C)C4)nnc2n1 (stereo not drawn)	1558	1747
16	Cc1onc(-c2ccccc2)c1C(=O)N/N=C/c1cc2c(cc1Br)OCO2	1489	1806
17	O=C(Nc1ccc(N2CCCCC2)cc1)C(Cl)c1ccccc1 (stereo not drawn)	1672	1926
18	C#CCCCCCCC#CCN(C)C	1570	1756
19	COc1cccc(C(=O)NNC(=O)CCc2ccccc2)c1	1581	1662
20	O=C(NNc1cccc(Cl)n1)Nc1ccccc1F	1587	1835
21	Cc1ccc(CNC(C)c2ccccc2)cc1 (stereo not drawn)	1514	1658
22	CC(C)C(C)NC(=O)COc1ccc(S(=O)(=O)N2CCOCC2)cc1Cl (stereo not drawn)	1684	1973
23	C/C(CC(=O)Nc1ccc(N(C)C)cc1)=N\NC(=O)c1cnccn1	1350	1637
24	Cc1cc(NC(=O)CSc2nccn2-c2ccc([N+](=O)[O-])cc2)no1	1598	1649
25	CC1CCc2c(sc3nc(CN4CCOCC4)nc(N4CCc5ccccc5C4)c23)C1 (stereo not drawn)	1501	1654
26	O=C(Cc1c(Cl)cccc1Cl)NC1=NCCS1	1495	1549
27	Oc1ccc(N2CCN(c3ncnc4sc(-c5ccccc5)cc34)CC2)cc1	1725	1890
28	CCN(CC)S(=O)(=O)c1ccc(/C=C/C(=O)O)cc1	1329	1918
29	Cc1ccc(C2(C)NC(=O)N(CC(=O)NCc3cccs3)C2=O)cc1 (stereo not drawn)	1752	1803
30	Cc1ccc(/C=C(\C#N)C(=O)NCCN2CCOCC2)cc1	1722	1693
31	COC(=O)CSc1nc(N)c2c3c(sc2n1)C(c1ccccc1)SC(c1ccccc1)C3 (stereo not drawn)	1511	1802
32	CSc1nnc(C)c(=O)n1COC(=O)/C=C/c1ccccc1	1597	1758
33	O=C(O)CCSc1nnc(COc2cccc3ccccc23)n1-c1cccc(Cl)c1	1550	1896
34	CSc1nc2ccc(NS(=O)(=O)c3c(Cl)cccc3Cl)cc2s1	1785	2079
35	CCOc1ccc(NC(=O)CN2C(=O)CSC2=O)cc1	1600	1730
36	O=C(C1CCC(CNS(=O)(=O)c2cccc3nsnc23)CC1)N1CCN(c2ccccn2)CC1 (stereo not drawn)	1354	1994
37	CCCCc1ccc(NC(=S)N2CCCC(CO)C2)cc1 (stereo not drawn)	1497	1797
38	O=C(O)c1ccccc1C(=O)Nc1ccc(Oc2cccc3ccccc23)cc1	1396	1704
39	O=c1c2ccccc2[nH]c(=S)n1CCC1=CCCCC1	1582	1948
40	CC(C)C[C@@H]1NC(=O)[C@H](C(C)C)NC(=O)c2cc([N+](=O)[O-])cc(I)c2OCC[C@@H](C(N)=O)NC1=O	1363	1720

4 entries from above, with two lines to a compound:
Under each structure: SRC3 TRFRET art | SRC1 TRFRET art
28	CCN(CC)S(=O)(=O)c1ccc(/C=C/C(=O)O)cc1
    1329 | 1918
29	Cc1ccc(C2(C)NC(=O)N(CC(=O)NCc3cccs3)C2=O)cc1 (stereo not drawn)
    1752 | 1803
30	Cc1ccc(/C=C(\C#N)C(=O)NCCN2CCOCC2)cc1
    1722 | 1693
31	COC(=O)CSc1nc(N)c2c3c(sc2n1)C(c1ccccc1)SC(c1ccccc1)C3 (stereo not drawn)
    1511 | 1802

Next part
#	molecule	SRC3 TRFRET art	SRC1 TRFRET art
41	CN(NC(=O)c1ccc(Cl)cc1Cl)C1=NS(=O)(=O)c2ccccc21	1542	1700
42	COc1cccc(-c2cc(C(=O)Nc3cc(C)n(Cc4ccc(Cl)cc4)n3)no2)c1	1378	1906
43	C/C(CC(=O)Nc1ccc(N(C)C)cc1)=N\NC(=O)C(=O)NCc1ccccc1	1553	2092
44	COc1ccccc1-c1nc(C#N)c(N2CC(C)CC(C)C2)o1 (stereo not drawn)	1529	1767
45	COc1cccc2cc(C(C)OC(=O)Nc3ccc(C)cc3)oc12 (stereo not drawn)	1242	1429
46	COCCn1c(-c2ccc(Cl)cc2)cnc1SCC(=O)NCCc1ccc(OC)c(OC)c1	1483	1609
47	CC(=O)C1=C(O)CCCC1=NCc1nc2ccccc2[nH]1	1300	1553
48	O=C(CC(c1ccc(F)cc1)c1ccco1)Nc1nccs1 (stereo not drawn)	1545	1528
49	Cc1ncc(CC(=O)n2cc(C(=O)c3cc(Cl)ccc3O)cn2)s1	1628	1971
50	Cc1cc([N+](=O)[O-])nn1CCCC(=O)Nc1cccnc1Cl	1474	2047
51	CC#CC(=O)N1CCC(CCc2ccccc2)(C(=O)OCC)CC1	1595	1837
52	CCNC(=O)Nc1ccccc1C(=O)OC	1768	1690
53	NNC(=O)CCN1CCN(Cc2ccccc2)CC1	1645	1830
54	Cc1ccc(CN(C(=O)c2c(F)cccc2F)C2CC(C)(C)NC(C)(C)C2)o1	1655	1957
55	O=C(CN1CCOCC1)NNC(=S)Nc1ccc(Cl)cc1	1434	1560
56	Cc1ccc(S(=O)(=O)N2CCC(=O)N(CCOC(=O)Nc3ccc(F)cc3)CC2)cc1	1392	1457
57	CCOC(=O)C1=C(C)OC(N)=C(C#N)C1c1ccc(C)s1 (stereo not drawn)	1418	1678
58	Cc1cccc(N2CCN(C(=O)C3CCN(S(=O)(=O)N4CCOCC4)CC3)CC2C)c1 (stereo not drawn)	1527	2009
59	O=C(/C=C\c1ccco1)Nc1ccc(N2CCN(C(=O)c3ccccc3)CC2)cc1	1562	1930
60	COc1ccc(Cl)cc1Nc1cc(C)nc2nc(C)nn12	1522	1724

Compound profiles, as listed above. Order of values: SRC3 TRFRET art	SRC1 TRFRET art
Results for NNC(=O)CCN1CCN(Cc2ccccc2)CC1 = 1645	1830
Results for Cc1ccc(CN(C(=O)c2c(F)cccc2F)C2CC(C)(C)NC(C)(C)C2)o1 = 1655	1957
Results for Cc1ccc(S(=O)(=O)N2CCC(=O)N(CCOC(=O)Nc3ccc(F)cc3)CC2)cc1 = 1392	1457

Continued:
#	molecule	SRC3 TRFRET art	SRC1 TRFRET art
61	CCOc1ccc(C(=O)N2CCN(c3cnn(-c4ccccc4)c(=O)c3Cl)CC2)cc1	1687	1744
62	Cc1cc(/C=C2\Sc3ccccc3N2C)cc(C)[n+]1CC1CCCO1 (stereo not drawn)	1811	2221
63	CCOc1ccc(OCC(=O)OCn2c(SC)nnc(C)c2=O)cc1	1433	1668
64	O=C1C2C3C=CC(CC3)C2C(=O)N1/N=C/c1c[nH]c2ccccc12 (stereo not drawn)	1623	1849
65	CCOC(=O)c1ccc(NC(=O)CN2C(=O)C(C)SC(C)C2=O)cc1 (stereo not drawn)	1755	1783
66	CCN=C(NCC)SC1CC(=O)N(c2ccc(F)cc2)C1=O (stereo not drawn)	1750	2045
67	CCOc1ccc(Br)cc1S(=O)(=O)NC(=O)c1ccccc1	1849	1936
68	CC1(C)CC(=O)C(C(N)=NC(=O)c2ccccc2)=C(O)C1	1557	1743
69	COC(=O)CC1=NN(c2nc(C)cc(C)n2)C(=O)C1	1514	1709
70	CC(C)c1ccc(NC(=S)NN(c2ccccc2)c2ccccc2)cc1	1578	2011
71	CCOc1ccc(C(=O)c2ccc([N+](=O)[O-])cc2Cl)cc1	1463	1819
72	CN(C)CCCOC(=O)c1ccc(Cl)cc1	1485	1788
73	O=C(NCC1CCCO1)C(c1ccc(F)cc1)N(CC1CCCO1)C(=O)c1ccc(-c2ccccc2)[nH]1 (stereo not drawn)	1601	1763
74	COc1ccc(NC(=O)c2ccccc2SC)cc1	1603	1868
75	O=C(NNC(=O)C1CCN(S(=O)(=O)c2ccc(Cl)cc2)CC1)c1ccc(S(=O)(=O)N2CCCCC2)cc1	1765	1764
76	O=C(Nc1cc(Cl)ccc1Cl)N1CCCC1	1641	1786
77	CC(Oc1ccc([N+](=O)[O-])cc1Cl)C(=O)Nc1ccc(C(N)=O)cc1 (stereo not drawn)	1633	2114
78	Cc1ccc(C2=NN(S(C)(=O)=O)C(c3ccc4c(c3)OCO4)C2)cc1 (stereo not drawn)	1686	1832
79	Clc1ccc2c(N/N=C/c3cccnc3)ccnc2c1	1799	1492
80	CCNc1nc(NCC)nc(N/N=C/c2ccc(O)c(O)c2)n1	1508	1754
81	CCNC(=S)N(CCN(C)C)Cc1cc2cc(OCC)ccc2[nH]c1=O	1430	1560
82	CNC(=O)COC(=O)c1ccc(OCC(=O)Nc2ccccc2OC)c(OC)c1	1404	1979
83	CN(CCOC(=O)c1cccc(F)c1)Cc1ccccc1	1455	1680
84	O=C(Oc1ccc(C(=S)N2CCCCC2)cc1)c1ccccc1	1396	1475
85	O=C(N1CCN(c2ccccc2F)CC1)C1(c2cccs2)CCOCC1	1541	1408
86	C/C(=N\NC(=O)c1cccc(S(=O)(=O)N2CCCC2)c1)c1cccs1	1409	1695
87	O=C(c1ccc(Cl)cc1)c1c[nH]c(C(=O)NNc2cccc(Cl)n2)c1	1652	1799
88	Cc1cc(C)nc(NS(=O)(=O)c2ccc(N3C(=O)c4ccccc4C3=O)cc2)n1	1656	2038
89	CCC12CN3CCN(CC(C3)/C1=N\NC(=O)c1ccc(C(C)(C)C)cc1)C2	1530	1568
90	CC(C)Cn1c2c(c(=O)[nH]c1=O)C(C(F)(F)F)(C(F)(F)F)N=C(CCC1CCCCC1)N2	1604	1696
91	Cc1ccc(NC(=O)Cn2cc(S(=O)(=O)c3ccc(C)cc3)c(=O)c3cc(F)ccc32)cc1	1677	1772
92	Cc1ccc(CSCCNC(=O)CN(c2ccccc2)S(C)(=O)=O)cc1	1482	1660
93	Cc1ccccc1/C=N/NC(=O)Cc1ccc(Cl)cc1	1624	1650
94	COc1cc2c(cc1NC(=O)C(C)Sc1cccc[n+]1[O-])oc1ccccc12 (stereo not drawn)	1733	1701
95	COc1ccccc1-n1c(SCC(=O)N(C)C2CCS(=O)(=O)C2)nc2ccccc2c1=O (stereo not drawn)	1508	1518
96	CCc1ccccc1OCc1nnc(N)s1	1782	1635
97	Cc1cc(C(=O)OCC(=O)Nc2c(F)cccc2F)c(C)n1-c1ccccc1	1486	1957
98	CCCSc1nc2cc(C)c(C)cc2n1CC(C)O (stereo not drawn)	1650	1770
99	CCOC(=O)Cc1cc(=O)[nH]c(/N=C(\N)Nc2ccc(C)c(C)c2)n1	1430	1877
100	C/C(=N\Nc1cccc2cccnc12)c1ccccc1O	1361	1599
101	COc1ccc(NS(=O)(=O)c2ccc(N3CCOCC3)c(NC(=O)c3ccccc3Cl)c2)cc1	1419	1589
102	O=C(O)CCNC(=O)/C(=C/C=C/c1ccccc1)NC(=O)c1ccccc1	1401	1687
103	Cc1cc(NC(=O)c2ccccc2)n(-c2ccccc2)n1	1364	1727
104	COc1cccc(/C(C)=N/NC(=O)Cc2c(C)[nH][nH]c2=O)c1	1621	1785
105	Cc1ccc(S(=O)(=O)N2CCN=C2SCc2ccccc2)cc1	1626	1867
106	CCOc1cc(/C=N/NC(=O)CCCC(=O)NC2CCCCC2)ccc1O	1549	1735
107	COCCCn1c(SCC(=O)Nc2ccc(C)cc2)nc2ccccc2c1=O	1750	1780
108	COC(=O)c1ccc2nc(NC(=O)C(C)C)sc2c1	1630	1748
109	CCOC(=O)c1[nH]c2c(c1-c1ccc(OC)cc1)C(=O)CC(c1ccc(OC)c(OC)c1)C2 (stereo not drawn)	1610	1881
110	O=C(Nc1cc(F)cc(F)c1)c1ccc(NCCc2ccccc2)c([N+](=O)[O-])c1	1461	1734
111	Cc1ccc(N(CC(=O)NN=C2CCN(C)CC2)S(=O)(=O)c2ccccc2)c(C)c1	1435	1516
112	COc1ccccc1C(=O)Oc1ccc2c(c1)O/C(=C\c1ccncc1)C2=O	1425	1656
113	Cc1ccc(N(Cc2ccc([N+](=O)[O-])cc2)C(=O)c2ccco2)cc1C	1389	1847
114	Cn1c(=O)[nH]c(=O)c2c1nc(N1CCCC1)n2CCCSc1nnnn1-c1ccccc1	1549	1808
115	CN(C)c1ccc(/C=C/C(=O)c2ccccc2O)cc1	1593	1768
116	O=C(Cc1ccc(Br)cc1)Nc1ccc(Cl)cc1	1748	1724
117	CCOC(=O)c1c(NC(=O)c2ccc(Br)o2)sc(C)c1CC	1612	1709
118	Cc1cccc(C)c1OCC(=O)N/N=C/C=C/c1ccco1	1514	1672
119	O/N=C\c1ccccc1Oc1ccc(F)cc1	1692	1847
120	Cc1c(NC(=O)Cc2cccs2)cccc1[N+](=O)[O-]	1577	1739
121	CN1/C(=C\C=C2/SC(=S)NC2=O)C(C)(C)c2ccccc21	1726	1955
122	COC(=O)c1sccc1NC(=O)Cc1ccc(Br)cc1	1557	1724
123	C[C@@](Cc1ccc(O)c(O)c1)(NN)C(=O)O	1724	1751
